High-throughput results: PubChem, National Center for Advancing Translational Sciences (NCATS)
ERK EGF inh = qHTS Assay for Inhibitors of the ERK Signaling Pathway using a Homogeneous Screening Assay; Stimulation with EGF; AID 1454, 2008; HEK293-V1b, EGF-stimulated phospho-ERK AlphaScreen; 0.41% of 130,000 active; Potency, µM (highest dose often 11.5 µM), without a hit: at the highest dose activity change, negative = inhibition, most hits filed as inhibitors; active means well fitted inhibition curve with a large enough effect; inconclusive means small, poorly fitted or top-dose-only effect, or effect the other way;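 further: plate controls were stimulated vehicle wells for no effect and unstimulated vehicle basal for full effect; nearly all actives have a fitted effect of over 55% in size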
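Cell line HEK293 (stable V1b), low serum overnight. Pretreatment: compound 30 min, 37C. EGF 25 nM, 5 min. Detection: SureFire AlphaScreen, 5 h RT. AC50 via standard Hill equation.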
Active calls of the source: *; ? = inconclusive; [ ] = remark or other dose. Potency means the concentration at half of the fitted maximal effect. These rows are one share of the data; the hit share may differ from the screen's.

No. | smiles | ERK EGF inh
1 | O=C(NCc1ccccc1)C1=C[C@H](c2coc3ccccc3c2=O)C[C@H](OCCCCO)O1 | -9%[57.5 µM]
2 | CCN(CC)S(=O)(=O)c1ccc(C)c(NC(=O)COC(=O)C=C(C)C)c1 | 2%[57.5 µM]
3 | O=C1/C(=C\c2ccc3ccccc3c2)CCCc2ccccc21 | 14%
4 | Cc1ccc(-n2c(=O)[nH]c3c(oc4ccccc43)c2=O)cc1 | 5%
5 | COc1cc(O)c(C(CC(=O)N2CCCCC2)c2cc(OC)c(OC)c(OC)c2)c(OC)c1 (configuration not stated) | 1%[57.5 µM]
6 | O=C(Nc1ccccn1)c1cc2cc([N+](=O)[O-])ccc2s1 | -6%
7 | COc1ccc(/C=C/C(=O)OCC(=O)Nc2cccc(Oc3ccccc3)c2)c(OC)c1 | -1%
8 | O=C(CSc1nnc(COc2ccccc2)o1)N1CCOCC1 | -14%
9 | Nc1cc(S(=O)(=O)Nc2cc(Cl)ccc2Cl)ccc1N1CCCC1 | -11%[57.5 µM]
10 | CNS(=O)(=O)c1ccc(C)cc1 | -11%[57.5 µM]
11 | O=C(COC(=O)c1cccc(Br)c1)NCCc1ccccc1 | -2%
12 | N#CC1=C(N)NC(SCC(=O)c2ccccc2)=C(C#N)C12CCCC2 | ?
13 | O=C(c1ccncc1)N1CCC2(CC1)CCN(c1ccccn1)CC2 | 3%
14 | O=C(/C=C/c1ccc2c(c1)OCO2)Nc1cccnc1 | 7%
15 | CCCCCc1cc(=O)oc2c(C(CCN3CCCC(C)C3)c3cc(OC)c(OC)c(OC)c3)c(OC)cc(OC)c12 (configuration not stated) | 40µM*
16 | Cc1ccc(C(=O)Nc2ccc(Br)cc2)cc1S(=O)(=O)Nc1ccccn1 | 23%
17 | Cc1ccc(-n2c(CSc3nc(C)cc(C)n3)n[nH]c2=S)cc1 | 1%
18 | CC1=C(C(=O)OCc2ccccc2)C(c2ccc(C(C)(C)C)cc2)NC(=O)N1CCCCCC(=O)O (configuration not stated) | ?
19 | Cc1cccc(C(=O)NNC(=O)CCn2nnc3ccccc32)c1 | 6%
20 | CCOCC(=O)Nc1ccc(Br)c(C)c1 | -16%
21 | O=C(NCCN1C(=O)S/C(=C\c2cccnc2)C1=O)C1CC(=O)N(Cc2ccco2)C1 (configuration not stated) | 0%
22 | COCCNC(=O)Cc1ccc(F)cc1 | 9%
23 | CCOC(=O)N1CCN(c2ccc(C(C)=O)cc2F)CC1C (configuration not stated) | -4%
24 | COc1cccc(-n2cnc(=O)c3cccnc32)c1 | 7%
25 | CC(C(=O)Nc1ccc(C#N)cc1)N(C)CC(=O)Nc1ccccc1Br (configuration not stated) | 0%
26 | CC1(C)CC(=O)C(CC(=O)Nc2ccc(S(N)(=O)=O)cc2)=C(O)C1 | 21%
27 | CC(=O)Nc1cc(C(=O)NCc2ccco2)ccc1Sc1ccc(Cl)cc1 | 2%
28 | Cc1cccc(NC2SC(=O)NC2=O)c1 (configuration not stated) | 6%
29 | CN(CCc1cn[nH]c1)C(=O)CC1C(=O)NCCN1Cc1ccccc1C(F)(F)F (configuration not stated) | ?
30 | CN(C)S(=O)(=O)c1ccc(C(=O)Oc2coc(CSc3ncccn3)cc2=O)cc1 | 11%
31 | Nc1nc(SCc2ccc(Cl)cc2Cl)ns1 | -2%
32 | COC(=O)c1[nH]c2cc(C)ccc2c1NC(=O)CN1CCOCC1 | 0%[57.5 µM]
33 | NCCCNc1ccc([N+](=O)[O-])cc1C(F)(F)F | -4%
34 | COCCSc1ccccc1C(=O)Nc1ccccc1C#N | 1%
35 | COc1ccc(N/N=C(C)/C(=N/O)C(=O)Nc2ccccc2)cc1 | 0%
36 | Clc1ccccc1OCCN1CCC(Cc2ccccc2)CC1 | 7%
37 | CCOC(=O)c1cc(=O)c2ccc(OCC(=O)Nc3ccccc3)cc2o1 | 21%[57.5 µM]
38 | Cc1ccc(N2C(=O)CC(N3CCSCC3)C2=O)c(C)c1 (configuration not stated) | -16%[57.5 µM]
39 | CCC/C(=N\NC(=O)c1cccc(C)c1)c1ccccc1 | -9%
40 | O=C(NCc1ccco1)/C(=C/c1ccc(C(F)(F)F)cc1)c1nc2ccccc2[nH]1 | 7%
41 | N#Cc1ccc(-c2csc(NC(=O)c3ccc(N4C(=O)CCC4=O)cc3)n2)cc1 | -13%[57.5 µM]
42 | O=C(NCCCn1ccnc1)C(=O)c1cn(CC(=O)N2CCCCCC2)c2ccccc12 | 1%
43 | Cc1ccc2nc(C)cc(C(=O)Nc3nccs3)c2c1 | -2%
44 | O=C(Cn1cnc2ccccc21)N1CCc2ccccc21 | 1%
45 | O=C(Nc1ccccc1OC(F)F)c1cc2c(s1)CCC2 | -4%
46 | CC1CN(C(=S)NC(=O)c2ccco2)CC(C)O1 (configuration not stated) | -1%
47 | COc1ccc(C(=O)NC2=Nc3ccccc3N=C(C)C2c2ccccc2)cc1 (configuration not stated) | -19%[57.5 µM]
48 | Oc1c(Cl)cc(Cl)cc1/C=N/Nc1ncc(Br)cn1 | -6%
49 | COC(=O)c1ccccc1NC(=O)Cc1nc(-c2ccccc2)sc1-c1ccc(C)cc1 | 4%
50 | CCN(CC)CCCN1C(=O)C(O)=C(C(=O)c2ccc(C)o2)C1c1ccc(C)o1 (configuration not stated) | -4%

Part of the list above in another layout.
25	CC(C(=O)Nc1ccc(C#N)cc1)N(C)CC(=O)Nc1ccccc1Br (configuration not stated)
  ERK EGF inh: 0%

26	CC1(C)CC(=O)C(CC(=O)Nc2ccc(S(N)(=O)=O)cc2)=C(O)C1
  ERK EGF inh: 21%

27	CC(=O)Nc1cc(C(=O)NCc2ccco2)ccc1Sc1ccc(Cl)cc1
  ERK EGF inh: 2%

Other results.
No. | smiles | ERK EGF inh
51 | Cc1nn(-c2ccccc2)nc1C(=O)NN | 0%[57.5 µM]
52 | O=C(O)C1CCC(CNCc2ccccc2Cl)CC1 (configuration not stated) | 3%
53 | CC(=O)NC1C(Oc2ccccc2C)OC2COC(c3ccco3)OC2C1O (configuration not stated) | 28%
54 | O=C(COC(=O)CNC(=O)c1ccccc1Cl)Nc1ncc(C(F)(F)F)cc1Cl | -3%
55 | COc1cc(C2C3=C(CC(C)(C)CC3=O)OC3=C2C(=O)CC(C)(C)C3)cc([N+](=O)[O-])c1O | -4%
56 | Cc1ccccc1OCC(=O)OCC(=O)Nc1ccc(N2CCOCC2)cc1 | -12%
57 | Cn1cc(CN2CCCC(C(=O)c3nccn3C)C2)c(-c2cccc(Cl)c2)n1 (configuration not stated) | 7%
58 | COC(=O)/C(C#N)=C/c1ccc(N2CCOCC2)c([N+](=O)[O-])c1 | -2%[57.5 µM]
59 | COc1ccc(C2(CNC(=O)c3ccccc3[N+](=O)[O-])CCOCC2)cc1 | -8%
60 | CC(C)NC(=S)N/N=C/c1sc(N2CCCCC2)nc1-c1cccs1 | 12%
61 | CN(C)CC[C@@H](c1ccccc1)c1ccccn1 | 2%[25.7 µM]
62 | Cc1ccc(Nc2ncccc2C(N)=O)cc1[N+](=O)[O-] | -5%
63 | Cc1nnnn1-c1ccc(CC(=O)O)cc1 | -10%
64 | Cc1ccc(S(=O)(=O)Nc2cccc(CP(=O)(c3ccccc3)c3ccccc3)c2)cc1 | 6%[57.5 µM]
65 | O=C(CSc1nncs1)N1CCN(S(=O)(=O)c2ccccc2)CC1 | -4%
66 | CCOC(=O)C(=O)Nc1ccc(OCc2ccccc2)cc1 | -1%
67 | O=C(OCCNc1nc(-c2ccccc2)nc2ccccc12)c1cccnc1 | 3%
68 | Cc1[nH]c2ccccc2c1C(C#N)(C#N)C1C(=O)c2ccccc2C1=O | ?
69 | NC(=O)C1CCN(C(=O)CCSc2ccccc2)CC1 | -9%
70 | O=S(=O)(c1ccc2ncn(O)c2c1)N1CCOCC1 | -2%
71 | Nc1cc(=O)[nH]c(SCC(=O)Nc2cccc(Cl)c2Cl)n1 | -2%
72 | Cc1nc(NC(=O)c2ccc(Cl)cc2)sc1Cc1ccc2c(c1)OCO2 | -2%
73 | O=C(COc1ccccc1[N+](=O)[O-])Nc1ccc(N2CCN(C(=O)c3cccs3)CC2)cc1 | ?
74 | CC(C)CCNC(=O)C1CCC(CNc2c(N3CCCC3)c(=O)c2=O)CC1 (configuration not stated) | -1%[57.5 µM]
75 | CCC(=O)Nc1ccc(/C(C)=N/NC(=O)c2c(Br)c(C)nn2C)cc1 | 4%
76 | CCOc1ccc(OCCCC(=O)Nc2nc3ccccc3[nH]2)cc1 | 1%
77 | CC(NS(=O)(=O)/C=C/c1ccccc1)c1ccccc1 (configuration not stated) | 4%
78 | O=C1CC(c2ccccc2)Sc2nc(-c3ccccc3)c(-c3ccccc3)n21 (configuration not stated) | -3%
79 | CCOc1cc(/C=C/C(=O)c2ccc(O)cc2)ccc1OCC(=O)N(C)C | -3%
80 | CCOC(=O)CC(=O)CSc1nc2c(sc(=S)n2-c2ccc(OCC)cc2)c(=O)[nH]1 | 9%
81 | CCCCCC1CC(CC(=O)NC(=S)Nc2ccc([N+](=O)[O-])cc2)C(=O)O1 (configuration not stated) | 2%
82 | NC(=O)C1CCN(c2cc(Cl)ccc2[N+](=O)[O-])CC1 | 5%[57.5 µM]
83 | O=C(CCl)N1N=C(c2cccs2)CC1c1ccco1 (configuration not stated) | -3%
84 | O=C(Nc1ccccc1)C1CCN(C(=O)c2ccc([N+](=O)[O-])cc2)CC1 | -6%
85 | CN(C)S(=O)(=O)c1ccc(NC(=O)COC(=O)C2CC3CCCC(C2)C3=O)cc1 (configuration not stated) | 8%
86 | C=CCNC(=O)COC(=O)CNC(=O)c1cc(Cl)cc([N+](=O)[O-])c1 | -6%
87 | COc1ccc(Cc2noc(CN3CCCN(C4Cc5ccccc5C4)CC3)n2)cc1OC | 2%[57.5 µM]
88 | CC1=NN(c2ccccc2)C(=O)/C1=C/c1cc(C)n(C2CC2)c1C | ?
89 | COC(=O)c1c(NC(=O)COC(=O)CCS(=O)(=O)c2ccc(C)cc2)sc(C)c1C | -2%
90 | COC(=O)[C@@H]1C[C@@]2(O)[C@H](O)[C@H](O)[C@H](O)C[C@H]2N1CC(c1ccccc1)c1ccccc1 | 0%
91 | CC1(C)CC(=O)C(Br)=C(O)C1 | 9%
92 | O=C1Nc2ccccc2/C1=C/c1cccnc1 | ?
93 | CCCCC(O)(CCCC)C(=O)NNc1ccccc1 | 3%
94 | CCOC(=O)C1CCN(c2c(NCCN3CCN(c4ccccc4)CC3)c(=O)c2=O)CC1 | -1%
95 | O=C(COC(=O)/C=C/c1ccccc1Cl)NCCc1ccc(Cl)cc1Cl | 28%
96 | CCN=c1scc(-c2ccc(F)cc2)n1/N=C/c1ccccn1 | ?
97 | CN1CCN(C(=O)C2=C[C@@H](C3CC3)C[C@@H](OCc3ccc(CO)cc3)O2)CC1 | -4%[57.5 µM]
98 | O=C(Nc1ccc(NC(=O)c2ccncc2)cc1)c1ccncc1 | 6%[57.5 µM]
99 | CN1COc2ccc3ccccc3c2C1 | 0%
100 | CN(C)CCCN(C(=O)CCc1ccccc1)c1nc2ccc(Cl)cc2s1 | ?

The last 6 entries of the section above lead into the next.
No. | smiles | ERK EGF inh
95 | O=C(COC(=O)/C=C/c1ccccc1Cl)NCCc1ccc(Cl)cc1Cl | 28%
96 | CCN=c1scc(-c2ccc(F)cc2)n1/N=C/c1ccccn1 | ?
97 | CN1CCN(C(=O)C2=C[C@@H](C3CC3)C[C@@H](OCc3ccc(CO)cc3)O2)CC1 | -4%[57.5 µM]
98 | O=C(Nc1ccc(NC(=O)c2ccncc2)cc1)c1ccncc1 | 6%[57.5 µM]
99 | CN1COc2ccc3ccccc3c2C1 | 0%
100 | CN(C)CCCN(C(=O)CCc1ccccc1)c1nc2ccc(Cl)cc2s1 | ?
101 | CCOC(=O)c1cc(-c2ccccc2)n(CC(=O)Nc2cc(OC)cc(OC)c2)c1C | 0%
102 | Cc1ccsc1C(=O)NNC(=O)C1CC=CCC1C(=O)O (configuration not stated) | 11%
103 | CC(NC(=O)c1ccco1)c1cccc2ccccc12 (configuration not stated) | 2%
104 | CC(=O)Nc1ccc(S(=O)(=O)Nc2cc([N+](=O)[O-])ccc2C)cc1 | 10%
105 | CCOC(=O)C1=C(C)NC(C)=C(C(=O)OCC)C1C(=O)OCC(N)=O | 30%
106 | O=C(COC(=O)c1ccc(Cl)nc1)Nc1cc(S(=O)(=O)N2CCCCC2)ccc1Cl | -3%
107 | COC(=O)CNC(=O)C(Cc1ccccc1)NS(=O)(=O)c1ccc2c(c1)c(=O)n(C)c(=O)n2C (configuration not stated) | -1%
108 | Cc1c(Br)c(C(=O)NNC(=O)c2ccc(C(C)(C)C)cc2)nn1C | -7%[57.5 µM]
109 | COc1ccc2c(c1)[nH]c1c(N3CCSCC3)ncnc12 | 28µM*
110 | O=C(COC(=O)C1CCN(S(=O)(=O)c2cccs2)CC1)Nc1ccccc1 | -2%
111 | O=C(O)C12CC3CC(C1)CC(n1ncc(N4CCN(c5ccccc5)CC4)c(Cl)c1=O)(C3)C2 | -3%
112 | O=C(/C=C/c1cccc(Cl)c1)NCc1ccncc1 | 5%
113 | COc1ccc(C(=O)/C=C/c2ccccc2)cc1 | 2%
114 | O=S(=O)(c1ccccc1)c1nc(-c2ccccc2)oc1N1CCCC1 | ?
115 | O=C(Nc1nnc(-c2ccccc2)o1)c1nc2ccccc2s1 | ?
116 | CC1CCN(C(=O)CSc2nc3ccccc3c(=O)[nH]2)CC1 | 3%
117 | N/C(=N\OC(=O)c1ccc(=O)n(Cc2ccc(Cl)cc2)c1)c1ccccn1 | 1%
118 | O=c1[nH]c(CN2CCN(S(=O)(=O)c3ccc4ccccc4c3)CC2)nc2ccccc12 | -1%
119 | CCN(CC)C(=O)CSc1ncccc1-c1nc2ccccc2[nH]1 | -4%
120 | Cc1cc(=O)[nH]c(N/N=C/c2c[nH]c3ccccc23)n1 | 37%[57.5 µM]
121 | COC(=O)COc1cccc(NS(=O)(=O)c2cccc([N+](=O)[O-])c2)c1 | -14%
122 | CC(=O)Nc1nnc(SCC(=O)Nc2ccc(N3CCOCC3)c(Cl)c2)s1 | -14%[57.5 µM]
